High-throughput results deposited in PubChem BioAssay by several laboratories.
ssDAF12 agonist: S. stercoralis DAF-12 activation, primary screen. HEK293 ssDAF-12/GRIP1 lit1-tk-luc reporter, luminescence; % of 3 µM dafachronic acid response. activation, % at 6.8 µM. 370,000 compounds, 1% hits;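 active = activation above the mean over all tested compounds plus 3 SD, cut at about 0.9% in these data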;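 also: 0% = DMSO-only wells and 100% = 3 µM delta7-dafachronic acid wells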
DAX1 inh-1: inhibits human nuclear receptor DAX1 | 340,000 compounds, 0.99% hits | AID 504766 | P51843 | HEK293 Gal4-DAX1 luciferase reporter, luminescence | inhibition, % at 6.75 µM;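 active = inhibition above the mean over all tested compounds plus 3 SD, cut at about 4.2% in these data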;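 also: 0% = DAX1-transfected cells with DMSO and 100% = empty-vector control cells with DMSO; inhibition shows as a rise in luminescence from relieved DAX1 repression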
Target sequence (P51843 207-470 limits assumed): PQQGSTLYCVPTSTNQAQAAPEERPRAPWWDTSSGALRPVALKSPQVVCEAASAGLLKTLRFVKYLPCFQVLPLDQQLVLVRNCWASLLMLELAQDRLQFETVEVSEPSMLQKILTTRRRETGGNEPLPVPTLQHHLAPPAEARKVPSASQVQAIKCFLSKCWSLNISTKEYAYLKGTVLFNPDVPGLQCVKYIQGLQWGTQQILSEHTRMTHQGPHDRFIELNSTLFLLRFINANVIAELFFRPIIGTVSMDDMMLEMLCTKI
KLK7 zymogen act: proKLK7 (human) activation, primary screen; 370,000 compounds, 0.9% hits; activation, % at 7 µM; purified proKLK7, EDANS-DABCYL substrate fluorescence; 100% is mature enzyme control, 0% vehicle;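 active = activation above the mean of all tested compounds plus 3 SD, computed per campaign excluding outliers beyond control limits, cut at about 13% in these data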
Target sequence (P49862 whole entry, looked up): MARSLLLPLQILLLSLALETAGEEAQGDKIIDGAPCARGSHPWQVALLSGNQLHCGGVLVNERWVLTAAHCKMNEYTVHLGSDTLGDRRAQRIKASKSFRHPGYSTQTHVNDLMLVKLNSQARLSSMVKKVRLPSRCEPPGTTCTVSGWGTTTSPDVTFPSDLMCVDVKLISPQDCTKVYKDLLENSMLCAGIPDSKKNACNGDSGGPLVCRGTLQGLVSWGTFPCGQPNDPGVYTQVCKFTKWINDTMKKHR
hgDAF-12 ag: agonists of H. glycines DAF-12 nuclear receptor | HEK293 GAL4-hgDAF12 UAS-luciferase reporter, agonist luminescence; normalized to butyrate control | activation, % at 6.8 µM | 370,000 compounds, 1.8% hits | AID 687014;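 active = activation above a cutoff set at the mean of all screened compounds plus 3 SD, cut at about 10% in these data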;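 also: 0% = DMSO wells and 100% = sodium butyrate wells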
HGIII-sPLA2 inh: Inhibits HGIII-sPLA2 liposome hydrolysis, primary screen; QFRET BODIPY PC-A2 liposome hydrolysis, fluorescence; Q9NZ20; inhibition, % at 12.2 µM; 370,000 compounds, 0.56% hits;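 active = inhibition above mean plus 3 SD of compounds lying within the high and low control bounds, cut at about 19% in these data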;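 also: 0% = median of test compound wells and 100% = no enzyme DMSO wells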
Target sequence (Q9NZ20 whole entry, looked up): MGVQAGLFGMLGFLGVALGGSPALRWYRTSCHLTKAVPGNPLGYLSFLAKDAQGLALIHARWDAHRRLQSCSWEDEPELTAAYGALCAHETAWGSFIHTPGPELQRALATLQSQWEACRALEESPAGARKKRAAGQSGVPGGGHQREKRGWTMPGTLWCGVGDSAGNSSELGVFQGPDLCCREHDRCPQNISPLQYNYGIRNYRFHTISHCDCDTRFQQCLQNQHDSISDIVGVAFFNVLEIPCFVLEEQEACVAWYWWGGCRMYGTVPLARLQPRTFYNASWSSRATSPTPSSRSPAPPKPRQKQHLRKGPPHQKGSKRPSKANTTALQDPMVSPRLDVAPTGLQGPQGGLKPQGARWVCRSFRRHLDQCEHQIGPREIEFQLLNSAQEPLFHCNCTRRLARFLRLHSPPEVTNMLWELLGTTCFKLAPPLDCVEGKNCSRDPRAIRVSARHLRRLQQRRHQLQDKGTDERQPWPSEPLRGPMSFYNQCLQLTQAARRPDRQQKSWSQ
hcDAF-12 act: activates DAF-12 receptor from parasite H. contortus; HEK293 hcDAF-12 lit1-tk-luc reporter, luminescence; 0% DMSO, 100% Δ7-dafachronic acid; activation, % at 6.8 µM; 370,000 compounds, 1.4% hits; AID 652067;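 active = activation above the mean of all tested compounds plus 3 SD, cut at about 5.5% in these data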;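 also: 100% = response to 3 µM Δ7-dafachronic acid high control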
NPR1 activator: GC-A (human) enzyme activation; P16066; HEK293 GC-A cells, cGMP TR-FRET, EC30 ANP; 0% at EC30 ANP, 100% saturating ANP; activation, % at 10 µM; 370,000 compounds, 0.14% hits; in the data active = activation above about 40%
DAX1 inh-2: blocks DAX1 repression of SF-1 activated StAR promoter; 370,000 compounds, 1.1% hits; HEK293T StAR-luciferase reporter, SF-1/DAX-1 repression relief; inhibition, % at 6.8 µM; AID 652010;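 active = inhibition above the mean over all tested compounds plus 3 SD, cut at about 3.6% in these data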;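 also: 0% = DAX-1 cells with DMSO and 100% = cells lacking DAX-1 with DMSO; higher inhibition means more luminescence from relief of DAX-1 repression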
NPR2 activator: GC-B (human) receptor activation | P20594 | 370,000 compounds, 0.11% hits | AID 1920062 | HEK293-GC-B cells, CNP EC30, cGMP TR-FRET; 0% at EC30 CNP, 100% saturating CNP | activation, % at 10 µM;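 active = activation at 10 µM reaching about 35% in either raw or pattern-adjusted values, limit read from the data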
FXN GAA850 act: frataxin GAA850 promoter activation | HEK293 lucGAA850 FXN promoter luciferase reporter, 24 h; percent of 10 µM SAHA response | 360,000 compounds, 0.56% hits | activation, % at 6 µM;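 active = activation above the average of all compounds screened plus 3 SD, cutoff fixed separately per campaign, cut at about 7.5% in these data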;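 also: 0% = DMSO wells and 100% = 10 µM SAHA wells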
SMARCA2 act: activators of SMARCA2 function. MG213 cells, MMTV-luciferase reporter, dexamethasone, overnight. activation, % at 9.1 µM. 370,000 compounds, 1% hits. AID 652017; in the data active = activation above about 7.8%;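 also: 0% = vehicle wells and 100% = reference activator wells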
* marks the source's active call; other numbers are inactive results.

Screening COc1ccc(Cl)cc1S(=O)(=O)N1CCN(C(=O)c2ccco2)CC1 returned ssDAF12 agonist -1.2, DAX1 inh-1 0.7, KLK7 zymogen act 0.1, hgDAF-12 ag -2.0, HGIII-sPLA2 inh -1, hcDAF-12 act -1.4, NPR1 activator -2, DAX1 inh-2 -0.5, NPR2 activator 2, FXN GAA850 act -0.2 and SMARCA2 act 2.
Cc1nc(NC(=O)/C=C/c2ccccc2)sc1C(=O)N1CCCCC1 was read as ssDAF12 agonist -2.1, DAX1 inh-1 1.4, KLK7 zymogen act 2.4, hgDAF-12 ag -2.7, HGIII-sPLA2 inh -10, hcDAF-12 act 0.2, NPR1 activator 4, DAX1 inh-2 -0.2, NPR2 activator 0, FXN GAA850 act 1.5 and SMARCA2 act -1.
C=CCc1ccc(OCc2ccc(C(=O)Nc3ccc(NC(C)=O)cc3)o2)c(OC)c1 was read as ssDAF12 agonist -1.6, DAX1 inh-1 -0.1, KLK7 zymogen act -7.0, hgDAF-12 ag 2.2, HGIII-sPLA2 inh -6, hcDAF-12 act -0.6, NPR1 activator 0, DAX1 inh-2 -0.2, NPR2 activator 6, FXN GAA850 act 4.6 and SMARCA2 act 5.
COc1cc(/C(C)=N/NC(=O)C(O)(c2ccccc2)c2ccccc2)ccc1O was read as ssDAF12 agonist -0.5, DAX1 inh-1 1.0, KLK7 zymogen act -0.5, hgDAF-12 ag 3.4, HGIII-sPLA2 inh 8, hcDAF-12 act -0.9, NPR1 activator -4, DAX1 inh-2 0.0, NPR2 activator -1, FXN GAA850 act 0.6 and SMARCA2 act 2.
For Cc1noc(C)c1COc1ccccc1C(=O)N(C)Cc1ccc(C(C)(C)C)cc1 the results were ssDAF12 agonist -1.1, DAX1 inh-1 -1.0, KLK7 zymogen act 0.5, hgDAF-12 ag -4.5, HGIII-sPLA2 inh -3, hcDAF-12 act -3.8, NPR1 activator -4, DAX1 inh-2 -2.6, NPR2 activator 0, FXN GAA850 act -2.0 and SMARCA2 act -2.
CC1CN(C(=O)c2cc(S(=O)(=O)N3CCN(c4ccccc4)CC3)ccc2Cl)CC(C)O1 (stereo unspecified) was read as ssDAF12 agonist -1.4, DAX1 inh-1 -2.1, KLK7 zymogen act 0.0, hgDAF-12 ag -3.5, HGIII-sPLA2 inh -6, hcDAF-12 act -3.4, NPR1 activator 1, DAX1 inh-2 -6.4, NPR2 activator -9, FXN GAA850 act -3.2 and SMARCA2 act -1.
For O=C(Nc1nc2ccccc2s1)c1ccc(N2CCCCC2)c([N+](=O)[O-])c1 the results were ssDAF12 agonist -2.5, DAX1 inh-1 -2.5, KLK7 zymogen act 0.0, hgDAF-12 ag -4.2, HGIII-sPLA2 inh -4, hcDAF-12 act -2.5, NPR1 activator 2, DAX1 inh-2 -1.4, NPR2 activator -9, FXN GAA850 act -3.5 and SMARCA2 act -6.
O=C(COC(=O)C1=COCCO1)Nc1ccccc1 was read as ssDAF12 agonist -0.3, DAX1 inh-1 4.4*, KLK7 zymogen act 0.5, hgDAF-12 ag 0.5, HGIII-sPLA2 inh 7, hcDAF-12 act 1.1, NPR1 activator 0, DAX1 inh-2 0.5, NPR2 activator 6, FXN GAA850 act 2.9 and SMARCA2 act 3.
Screening Cc1c(CCOC(=O)CC23CC4CC(CC(C)(C4)C2)C3)sc[n+]1CC(=O)c1ccccc1 returned ssDAF12 agonist -1.0, DAX1 inh-1 -0.2, KLK7 zymogen act 0.6, hgDAF-12 ag 2.3, HGIII-sPLA2 inh 7, hcDAF-12 act 0.1, NPR1 activator -6, DAX1 inh-2 -0.5, NPR2 activator -2, FXN GAA850 act 9.7* and SMARCA2 act -4.
Screening Cc1[nH]c2ccccc2c1C(=O)COC(=O)Cn1c(C(F)(F)F)nc2ccccc21 returned ssDAF12 agonist -1.1, DAX1 inh-1 -1.0, KLK7 zymogen act -0.1, hgDAF-12 ag -2.7, HGIII-sPLA2 inh -18, hcDAF-12 act 0.0, NPR1 activator 6, DAX1 inh-2 -0.5, NPR2 activator 6, FXN GAA850 act 0.7 and SMARCA2 act -1.
Screening Cc1nc2c(=O)[nH]c(=S)[nH]c2[nH]c1=O returned ssDAF12 agonist -0.8, DAX1 inh-1 0.1, KLK7 zymogen act 3.0, hgDAF-12 ag -1.1, HGIII-sPLA2 inh 7, hcDAF-12 act 0.0, NPR1 activator -5, DAX1 inh-2 -0.4, NPR2 activator -9, FXN GAA850 act -0.9 and SMARCA2 act -3.
Screening COCCNC(=O)CN(C(=O)CCC(=O)Nc1ccccn1)c1ccc(C)cc1C returned ssDAF12 agonist -0.6, DAX1 inh-1 -1.6, KLK7 zymogen act -0.7, hgDAF-12 ag 0.2, HGIII-sPLA2 inh -2, hcDAF-12 act 1.7, NPR1 activator -4, DAX1 inh-2 0.5, NPR2 activator 7, FXN GAA850 act 1.2 and SMARCA2 act -3.
Screening CCN(Cc1cc2ccc(C)cc2[nH]c1=O)C(=O)c1ccncc1 returned ssDAF12 agonist -1.5, KLK7 zymogen act -0.2, hgDAF-12 ag 1.8, HGIII-sPLA2 inh 9, hcDAF-12 act -0.2, NPR1 activator 1, DAX1 inh-2 -0.1, NPR2 activator -1 and SMARCA2 act -1.
`CCOC(=O)C1CCCN(S(=O)(=O)c2ccc(Br)c(OC)c2)C1` (stereo unspecified) gave ssDAF12 agonist -1.1, DAX1 inh-1 0.0, KLK7 zymogen act -0.9, hgDAF-12 ag 1.0, HGIII-sPLA2 inh -7, hcDAF-12 act -1.5, NPR1 activator 2, DAX1 inh-2 -0.1, NPR2 activator -2, FXN GAA850 act -0.6 and SMARCA2 act 0.
CCCCCCNC1=NCCS1 was read as ssDAF12 agonist -0.9, DAX1 inh-1 -0.8, KLK7 zymogen act -0.3, hgDAF-12 ag -3.9, HGIII-sPLA2 inh 2, hcDAF-12 act -1.3, NPR1 activator 0, DAX1 inh-2 0.7, NPR2 activator 3, FXN GAA850 act -2.1 and SMARCA2 act -2.
COc1ccc(NC(=O)CSc2nc(C3CC3)nc3ccccc23)cc1 was read as ssDAF12 agonist -1.2, DAX1 inh-1 0.3, KLK7 zymogen act -0.2, hgDAF-12 ag -3.7, HGIII-sPLA2 inh 9, hcDAF-12 act -3.4, NPR1 activator -3, DAX1 inh-2 -0.7, NPR2 activator 0, FXN GAA850 act -3.5 and SMARCA2 act -3.
`O=C1CCc2cc(NS(=O)(=O)c3ccc(F)cc3)cc3c2N1CC3` gave ssDAF12 agonist -0.5, DAX1 inh-1 1.9, KLK7 zymogen act 0.5, hgDAF-12 ag 1.7, HGIII-sPLA2 inh 6, hcDAF-12 act 0.9, NPR1 activator 2, DAX1 inh-2 -0.1, NPR2 activator -1, FXN GAA850 act -0.8 and SMARCA2 act -1.
For CCOC1=C2CN(S(=O)(=O)c3ccc(C)cc3)[C@H](c3cccs3)C[C@H]2[C@H]2C(=O)N(c3ccccc3)C(=O)[C@H]2C1 the results were ssDAF12 agonist -1.5, KLK7 zymogen act -0.6, hgDAF-12 ag -3.0, HGIII-sPLA2 inh 1, hcDAF-12 act -1.0, NPR1 activator -3, DAX1 inh-2 2.1, NPR2 activator 4 and SMARCA2 act 1.
`Cc1ccc(S(=O)(=O)N2CCOCC2)cc1NC(=O)Cn1nc(C)c([N+](=O)[O-])c1C` gave ssDAF12 agonist -1.5, DAX1 inh-1 1.5, KLK7 zymogen act 0.4, hgDAF-12 ag 1.7, HGIII-sPLA2 inh -3, hcDAF-12 act -1.0, NPR1 activator -3, DAX1 inh-2 0.1, NPR2 activator -3, FXN GAA850 act 3.1 and SMARCA2 act -2.
CS(=O)(=O)NCCCc1ccccc1 was read as ssDAF12 agonist -1.1, DAX1 inh-1 0.3, KLK7 zymogen act -0.8, hgDAF-12 ag 0.1, HGIII-sPLA2 inh 5, hcDAF-12 act -1.8, NPR1 activator 1, DAX1 inh-2 0.3, NPR2 activator 6, FXN GAA850 act -2.1 and SMARCA2 act 0.
`CCO[C@H]1OC(C(=O)NCc2nc3ccccc3[nH]2)=C[C@@H](c2cn(C(C)=O)c3ccccc23)[C@@H]1CCCO` gave ssDAF12 agonist -1.2, DAX1 inh-1 0.8, KLK7 zymogen act 1.3, hgDAF-12 ag -3.5, HGIII-sPLA2 inh -43, hcDAF-12 act 3.3, NPR1 activator -1, DAX1 inh-2 -0.1, NPR2 activator -3, FXN GAA850 act -4.5 and SMARCA2 act -1.
For Cc1ccc(S(=O)(=O)NC(CN2CCOCC2)=NCCNS(=O)(=O)c2ccccc2)cc1 the results were ssDAF12 agonist -1.4, DAX1 inh-1 1.2, KLK7 zymogen act -0.8, hgDAF-12 ag -0.4, HGIII-sPLA2 inh -1, hcDAF-12 act -0.6, NPR1 activator 2, DAX1 inh-2 -0.8, NPR2 activator 7, FXN GAA850 act 0.9 and SMARCA2 act -2.
For CC(C)CN1C=C2C(=O)C(C)(OC(=O)C3CCCC3)C(=O)C=C2C=C1c1ccsc1 (stereo unspecified) the results were ssDAF12 agonist -0.8, DAX1 inh-1 -0.1, KLK7 zymogen act 0.9, hgDAF-12 ag 0.0, HGIII-sPLA2 inh 4, hcDAF-12 act 0.6, NPR1 activator 0, DAX1 inh-2 -0.5, NPR2 activator 4, FXN GAA850 act 0.3 and SMARCA2 act 3.

Molecules above that have a nitro group on carbon:
For O=C(Nc1nc2ccccc2s1)c1ccc(N2CCCCC2)c([N+](=O)[O-])c1 the results were ssDAF12 agonist -2.5, DAX1 inh-1 -2.5, KLK7 zymogen act 0.0, hgDAF-12 ag -4.2, HGIII-sPLA2 inh -4, hcDAF-12 act -2.5, NPR1 activator 2, DAX1 inh-2 -1.4, NPR2 activator -9, FXN GAA850 act -3.5 and SMARCA2 act -6.
`Cc1ccc(S(=O)(=O)N2CCOCC2)cc1NC(=O)Cn1nc(C)c([N+](=O)[O-])c1C` gave ssDAF12 agonist -1.5, DAX1 inh-1 1.5, KLK7 zymogen act 0.4, hgDAF-12 ag 1.7, HGIII-sPLA2 inh -3, hcDAF-12 act -1.0, NPR1 activator -3, DAX1 inh-2 0.1, NPR2 activator -3, FXN GAA850 act 3.1 and SMARCA2 act -2.
